Assay outcomes deposited in PubChem by several laboratories.
IMP-1 inhibitor: IMP-1 metallo-beta-lactamase inhibitors, primary screen, biochemical, epi-absorbance readout, Pseudomonas aeruginosa enzyme; purified IMP-1, nitrocefin hydrolysis, epi-absorbance fluorescence; inhibition, % at 5.6 µM; actives 0.45% (n = 290,000);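 active means inhibition above the mean plus 3 SD of all compounds in the same screening run, cut at about 4.5% in these data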;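 further: 0% = IMP-1 with DMSO and 100% = DMSO wells lacking enzyme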
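system = purified recombinant IMP-1 beta-lactamase | amount = 0.2 nM IMP-1, as dispensed | medium = HEPES buffer pH 7.1 with ZnSO4 and Brij 35 | times = 25 °C, 15 min preincubation, 25 min reaction | detection = plate fluorescence quenching by hydrolysis product, ex 480/em 530 nm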
NS3 helicase inh: inhibitors of HCV NS3 helicase, primary screen, biochemical, Cy5 molecular beacon fluorescence | inhibition, % at 10.9 µM | NS3 helicase DNA unwinding | AID 1800, 2009 | actives 0.56% (n = 290,000) | Hepatitis C virus NS3 helicase;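 active means inhibition above the mean of all tested compounds plus 3 SD, set per campaign, cut at about 35% in these data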;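 further: 0% = DMSO wells and 100% = thioflavine S control wells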
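Material: hepatitis C virus NS3 helicase domain fragment enzyme; measured by: Cy5 fluorescence, 0 and 60 min reads; control set: DMSO and thioflavine S; incubation: 60 min unwinding reaction at 25 °C after ATP addition; read-out basis: % inhibition from 60/0 min fluorescence ratio, DMSO 0%, thioflavine S 100%; repeats: singlicate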
SUMO HTRF inh: inhibitors of in vitro SUMOylation cascade, primary screen, biochemical, HTRF, uHTS; SUMO-conjugating enzyme UBC9 (Homo sapiens), P63279; HTRF SUMOylation assay, SAE1/SAE2 + UBC9; inhibition, % at 35 µM; actives 0.36% (n = 290,000); AID 2006, 2009; in the data active means inhibition above about 50%, passing the limit was not always enough; further: strong numbers were not always called active
Target sequence (P63279 whole entry, looked up): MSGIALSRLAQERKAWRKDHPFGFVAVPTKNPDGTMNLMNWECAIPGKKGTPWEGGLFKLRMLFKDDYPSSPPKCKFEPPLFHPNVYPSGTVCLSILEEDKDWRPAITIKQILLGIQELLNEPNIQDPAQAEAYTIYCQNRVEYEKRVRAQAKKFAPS
MEKK3 PB1 HTS: modulators of MEKK3-MEK5 PB1 binding, primary screen, biochemical, wildtype MEKK3, multiplex bead flow cytometry, Alexa488-MEK5. Mitogen-activated protein kinase kinase kinase 3 (Homo sapiens), Q99759. bead-based flow cytometry, Alexa488-MEK5 binding to MEKK3; actives lie on both sides; 0 = blocked by unlabeled MEK5, 100 = vehicle. binding response (% of control), % at 10 µM. actives 1.4% (n = 290,000). AID 1529, 2009;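 active means binding response more than 3 SD above or below the average of its plate-row segment, actives on both sides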;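 further: Alexa488 bead fluorescence after subtracting the streptavidin-only scavenger bead signal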
Target sequence (Q99759 whole entry, looked up): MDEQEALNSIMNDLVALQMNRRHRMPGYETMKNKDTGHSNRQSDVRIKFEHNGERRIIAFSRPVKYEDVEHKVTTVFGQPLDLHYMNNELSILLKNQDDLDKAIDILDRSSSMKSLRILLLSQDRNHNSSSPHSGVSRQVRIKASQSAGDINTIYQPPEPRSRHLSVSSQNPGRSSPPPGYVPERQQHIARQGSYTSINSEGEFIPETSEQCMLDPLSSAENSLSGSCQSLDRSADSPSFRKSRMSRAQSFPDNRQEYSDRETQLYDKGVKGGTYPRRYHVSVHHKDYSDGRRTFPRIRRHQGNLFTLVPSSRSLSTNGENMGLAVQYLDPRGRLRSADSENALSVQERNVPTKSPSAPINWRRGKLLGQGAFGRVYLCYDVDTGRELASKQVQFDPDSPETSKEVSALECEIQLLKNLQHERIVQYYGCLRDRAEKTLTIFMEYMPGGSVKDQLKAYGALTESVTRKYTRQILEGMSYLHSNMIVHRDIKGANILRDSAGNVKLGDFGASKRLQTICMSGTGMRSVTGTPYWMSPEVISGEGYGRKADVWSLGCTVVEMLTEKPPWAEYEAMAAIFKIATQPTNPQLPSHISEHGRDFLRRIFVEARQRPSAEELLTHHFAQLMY
IDE act: human IDE activators in live cells, primary screen, fluorescence polarization, HEK cells, FAbeta-B substrate | Insulin-degrading enzyme (Homo sapiens), P14735 | FAbeta-B cleavage; 0% vehicle, 100% cell-free pure enzyme wells | activation, % at 5.96 µM | actives 0.073% (n = 340,000);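 active means activation above the mean of all tested compounds plus 3 SD, set per screening campaign, cut at about 17% in these data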
p-CIP stab down: p/CIP-EGFP fusion destabilizers, primary screen, fluorescence, F442A cells; 16 h; AID 1984, 2009; decrease of EGFP signal, % at 10 µM; Q05BA5; actives 0.01% (n = 290,000);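 active means EGFP signal decrease of at least 30% at 10 µM or well 3 SD below plate mean, unless failing retest; inactive means the rest, including hits failing retest or dose response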; further: some compounds called inactive have numbers as strong as hits; many of its hits are not listed in these tables
DNA FID counter: compounds displacing fluorescent DNA intercalator, primary screen, artefact control for HCV NS3 helicase inhibitor project, biochemical, FID fluorescence; inhibition, % at 7.9 µM; DNA fluorescent intercalator displacement; actives 0.17% (n = 290,000); in the data active means inhibition above about 37%;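 further: 0% = vehicle and 100% = reference compound; higher means more ethidium bromide displaced from hairpin DNA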
VIM-2 inh: VIM-2 metallo-beta-lactamase inhibitors, primary screen, biochemical, epi-absorbance readout, Pseudomonas aeruginosa enzyme. actives 0.89% (n = 290,000). purified VIM-2, nitrocefin hydrolysis, epi-absorbance fluorescence. inhibition, % at 5.6 µM. AID 1527, 2009;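 active means inhibition above the mean of all tested compounds plus 3 SD, cutoff set per screening run, cut at about 7.5% in these data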;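 further: red hydrolysis product quenches plate fluorescence so inhibitors raise well fluorescence; 0% = enzyme with DMSO and 100% = DMSO without enzyme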
PHOSPHO1 inh: PubChem AID 1565 | actives 1.1% (n = 290,000) | inhibition, % at 13.3 µM | recombinant PHOSPHO1, absorbance phosphatase assay; in the data active means inhibition above about 60%
Target sequence (Q8TCT1 whole entry, looked up): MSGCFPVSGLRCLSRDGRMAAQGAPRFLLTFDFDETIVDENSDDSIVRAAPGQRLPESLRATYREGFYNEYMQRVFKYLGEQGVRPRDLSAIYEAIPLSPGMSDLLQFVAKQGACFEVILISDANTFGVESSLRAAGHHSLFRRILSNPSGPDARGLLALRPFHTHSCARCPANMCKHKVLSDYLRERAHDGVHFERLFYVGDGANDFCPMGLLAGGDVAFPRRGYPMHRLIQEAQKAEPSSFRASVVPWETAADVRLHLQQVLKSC
The depositor's hits bear a star; . = not tested or not shown. Some of the compounds tested; rates above refer to the full screens.

SMILES	IMP-1 inhibitor	NS3 helicase inh	SUMO HTRF inh	MEKK3 PB1 HTS	IDE act	p-CIP stab down	DNA FID counter	VIM-2 inh	PHOSPHO1 inh
COCCN1C(=O)N[C@@H](c2ccc(Br)cc2)C(C(C)=O)=C1C	-3.2	-4	-17	86	.	6	-9	-3.2	-9
O=C(CSCc1ccccc1Cl)NNC(=O)c1ccccc1	-2.9	-1	2	105	-3	0	-4	-2.7	54
COc1ccc(/C=C/C(=O)NCc2ccc(F)cc2)cc1S(=O)(=O)N1CCOCC1	-1.5	-7	25	92	0	-5	-18	1.3	16
O=C(Nc1nonc1NC(=O)C1CCCCC1)C1CCCCC1	-1.2	-1	8	105	3	5	-4	-0.8	12
COc1ccccc1/C=C1\SC(=S)N(C(C(=O)O)c2ccccc2)C1=O (stereo not given)	-1.3	31	22	103	5	4	-17	9.4*	2
Cc1ccc(NC(=O)CSc2nc3c([nH]c4ccccc43)c(=O)n2C)cc1	-3.5	0	36	101	0	-5	3	-2.5	29
CC/C(C)=N/Nc1nc2c(c(=O)[nH]c(=O)n2C)n1CCc1ccccc1	-2.3	3	9	100	-3	-3	9	-1.2	0
CN(C)c1ccc(/C=N/Nc2ccc(-n3ccnc3)nn2)cc1	-2.1	7	-22	102	2	-8	4	8.2*	86*
CCN1CCN(c2ccc(NC(=O)COc3ccccc3Cl)cc2)CC1	-1.7	-6	6	102	4	5	8	14*	-6
CC(C)c1ccc(N(CC(=O)NCc2ccc(F)cc2)C(=O)c2snc(C(N)=O)c2N)cc1	-0.8	-3	10	102	3	-21	-28	2.4	36
CCc1ccc(OCC(=O)NCC(c2ccc(Cl)cc2)N2CCCCC2)cc1 (stereo not given)	-1.0	-44	-7	103	5	-8	28	-1.0	35
CCN(CC)C(=O)CSc1ccc(C(F)(F)F)cc1[N+](=O)[O-]	-0.6	-14	8	105	5	-7	6	-2.1	-10
COc1ccc(OC)c(NC(=O)Cn2c(CCC(=O)O)ccc2-c2ccc(C)cc2)c1	-2.3	23	-4	99	-8	1	-39	-0.9	-23
O=C1C=C(NC2CC2)C2(CCCCC2)O1	-2.2	-3	14	105	-3	-7	2	-0.2	13
CCN(CC)C(=O)CCCSc1nnc(Nc2ccccc2F)s1	-2.3	-1	-16	102	0	-3	-33	-3.8	27
COc1cccc(N(CC(=O)Nc2ccccc2C)S(C)(=O)=O)c1	1.7	-1	4	105	1	7	-4	0.9	6
CCOC(=O)N1CCN(Cc2cc(=O)oc3ccc4ccccc4c23)CC1	-1.7	-9	11	99	0	-8	-4	-1.9	11
CN(CC(=O)Nc1cccc(F)c1)C(=O)c1ccncc1	-4.1	-2	-8	100	-3	6	-1	-1.5	19
COc1cc(/C=C2\SC(=Nc3ccccc3OC)NC2=O)ccc1O	-4.8	3	-13	100	-13	11	-14	2.6	9
Cc1nnc(NC(=O)CSc2nnc(-c3ccco3)o2)s1	-3.2	1	10	103	5	4	6	0.1	-99
COc1cc(/C=N/NC(=O)CNC(=O)c2ccncc2)ccc1O	-0.3	1	14	103	-2	2	-5	-1.8	33
COc1ccc(N2CCN(C(c3ccco3)c3sc4nc(C)nn4c3O)CC2)cc1 (stereo not given)	-1.9	0	13	87	3	-5	-22	-2.8	14
COc1ccc(OC)c(NC(=O)c2cccc(NC(=O)c3ccccc3)c2)c1	-5.0	-4	-1	105	0	-13	-22	-1.5	-12
O=C(N/N=C\C=C\c1ccco1)C1COc2ccccc2O1 (stereo not given)	-3.0	44*	1	93	0	-3	-18	-5.2	8
CC(C)NC(=O)C1(O)c2ccccc2NC(=O)N1c1ccc(Cl)c(Cl)c1 (stereo not given)	-1.9	18	5	117	4	3	-14	-1.9	24

A different layout for some results above.
CC/C(C)=N/Nc1nc2c(c(=O)[nH]c(=O)n2C)n1CCc1ccccc1
  IMP-1 inhibitor: -2.3; NS3 helicase inh: 3; SUMO HTRF inh: 9; MEKK3 PB1 HTS: 100; IDE act: -3; p-CIP stab down: -3; DNA FID counter: 9; VIM-2 inh: -1.2; PHOSPHO1 inh: 0
CN(C)c1ccc(/C=N/Nc2ccc(-n3ccnc3)nn2)cc1
  IMP-1 inhibitor: -2.1; NS3 helicase inh: 7; SUMO HTRF inh: -22; MEKK3 PB1 HTS: 102; IDE act: 2; p-CIP stab down: -8; DNA FID counter: 4; VIM-2 inh: 8.2*; PHOSPHO1 inh: 86*
CCN1CCN(c2ccc(NC(=O)COc3ccccc3Cl)cc2)CC1
  IMP-1 inhibitor: -1.7; NS3 helicase inh: -6; SUMO HTRF inh: 6; MEKK3 PB1 HTS: 102; IDE act: 4; p-CIP stab down: 5; DNA FID counter: 8; VIM-2 inh: 14*; PHOSPHO1 inh: -6

More structures:
SMILES	IMP-1 inhibitor	NS3 helicase inh	SUMO HTRF inh	MEKK3 PB1 HTS	IDE act	p-CIP stab down	DNA FID counter	VIM-2 inh	PHOSPHO1 inh
COc1ccc(C2C(C(=O)Nc3cc(OC)c(OC)c(OC)c3)c3ccccc3C(=O)N2C)cc1 (stereo not given)	-0.7	6	-5	61	-4	-34	-33	-2.1	-11
CC(C)C[C@H](N)c1cn([C@@H](Cc2cc3ccccc3[nH]2)C(=O)N2CCNCC2)nn1	-1.9	-22	11	106	3	-13	21	-2.7	-8
COc1ccccc1-c1nc2s/c(=C\c3cccs3)c(=O)n2n1	-1.9	9	0	107	6	-2	-25	-0.3	-14
O=C(COC(=O)Cn1cnc2ccccc2c1=O)Nc1ccc(Cl)cc1	-2.6	-1	-11	103	-4	2	-2	-3.0	-2
COc1ccc(N(CC(=O)N/N=C/c2ccc(-c3ccc([N+](=O)[O-])cc3)o2)S(=O)(=O)c2ccc(C)cc2)cc1Cl	-2.5	-2	36	79	2	-16	0	-1.7	-12
Cc1ccc(N/C(N)=N/c2nc(C)cc(N3CCCCC3)n2)c(C)c1	-2.4	-47	1	103	3	15	15	0.6	36
O=C(NCCc1c[nH]c2ccccc12)C(=O)NCC1OCCCN1S(=O)(=O)c1cccs1 (stereo not given)	-3.8	5	-20	96	-1	13	-13	-0.1	-7
Nc1ccc(C(=O)OCC(=O)Nc2cc([N+](=O)[O-])ccc2F)cc1	-1.1	-6	-7	98	5	8	5	1.3	-1
COC(=O)c1cccc(NC(=O)C23CC4CC(C2)CC(n2cncn2)(C4)C3)c1	-8.4	4	-16	102	0	-27	-23	-4.5	-16
CCn1c(SCC(=O)N2CCC(C)CC2)nc2c(c1=O)SC(C)C2 (stereo not given)	-0.2	-3	24	98	-3	-1	-40	2.5	38
COc1ccccc1CNc1ccc(C(=O)O)cc1	-2.9	6	3	100	-2	-14	-3	-2.4	-9
CC1CCC/C(=N\NC(=O)c2ccncc2)C1 (stereo not given)	0.3	6	-1	101	1	2	-3	0.8	-7
Cc1cc(OCC(=O)O/N=C(\N)Cc2cccs2)ccc1Br	-1.7	-2	-12	104	-2	-4	-3	-3.5	17
O=C(CCN1C(=O)COc2ccccc21)NCCN1CCOCC1	-1.3	-2	11	105	3	-6	2	-1.5	-25
O=C(Nc1ccccc1)C(=O)c1cn(CC(=O)N2CCCCC2)c2ccccc12	-0.3	-10	-6	99	-3	-6	-22	-2.4	2
CC(C)C(=O)Nc1c2c(nc3c1CCC3)CCCC2	-1.9	1	11	103	4	-5	2	-4.8	-15
Cc1ccccc1-c1ccc(=O)n(CC(=O)Nc2ccc(C(=O)N3CCCC3)cc2)n1	-1.1	-3	3	107	7	4	-33	-1.8	23
Cc1cc(NS(=O)(=O)c2ccc(NC(=S)NC(=O)/C=C/c3ccccc3)cc2)no1	-2.0	11	29	102	2	-6	-26	-5.2	-7
CCOC(=O)c1cnn(-c2ccccc2)c1NC(=O)CCl	1.2	3	-7	115	4	-5	2	-0.6	4
COCCOC(=O)C1=C(C)NC(=O)NC1C1CC=CCC1 (stereo not given)	0.7	-2	11	100	-1	-3	-6	-0.4	12
COc1cc([N+](=O)[O-])ccc1-c1ccc(/C=N/NC(=O)OC(C)(C)C)o1	-2.8	-6	6	89	2	-12	-2	-0.4	16
O=C(O)CCN1C(=O)CC2(CCCCC2)C1=O	-3.4	1	9	95	3	9	2	-3.3	5
O=C(NNS(=O)(=O)c1ccc(Br)cc1)NC1CCCCC1	1.2	5	9	83	4	-19	-12	2.4	-8
COCc1cc(C)nc(N2CCN(c3ccccc3)CC2)c1C#N	-0.5	-5	-9	81	1	-10	0	-0.1	1
O=C(CNC(=O)C1COc2ccccc2O1)N/N=C/c1cc(Br)c(O)c(Br)c1 (stereo not given)	0.3	12	-5	100	5	-4	-10	-3.4	32

New compounds follow
SMILES	IMP-1 inhibitor	NS3 helicase inh	SUMO HTRF inh	MEKK3 PB1 HTS	IDE act	p-CIP stab down	DNA FID counter	VIM-2 inh	PHOSPHO1 inh
COC(=O)c1cc(C#N)c(Oc2ccc(F)cc2)nc1C	0.3	0	11	100	0	-2	-4	-2.5	14
CCOC(=O)Cc1csc(NC(=O)CCC(=O)O)n1	-1.7	1	29	93	.	0	-2	-1.5	20
COc1ccc(-n2c(SCC3CNC(=O)O3)nnc2-c2ccc(Cl)cc2)cc1 (stereo not given)	-1.3	3	6	97	-2	3	-28	-0.3	-15
O=C(c1cccc(C(F)(F)F)c1)c1c[nH]c(C(=O)NCC2CCCO2)c1 (stereo not given)	-1.5	-5	17	104	8	-11	-21	-2.1	40
CC(C)C(=O)Nc1cccnc1	0.0	8	24	86	-4	-1	-1	-1.5	36
N#Cc1c(NC(=O)CCC(=O)O)sc2c1CCCCC2	-1.9	4	8	89	1	-13	-1	1.2	6
COCC(=O)Nc1nc(-c2ccc(-c3ccccc3)cc2)cs1	-2.9	-9	-2	109	2	-6	-13	-2.1	29
O=C(Nc1ccc(Cl)cc1)Nn1cnc2ccccc2c1=O	-3.9	3	-1	98	2	-10	3	-3.8	10
CC(C)C[C@H](NC(=O)c1nc[nH]c1C(=O)N1CCC(C)CC1)C(=O)OCc1ccccc1	.	.	11	98	0	-3	.	.	9
CC(C)NCc1nnc(-c2ccc(Cl)cc2)o1	-1.4	-23	17	96	5	-11	0	-1.1	-27
Cc1cc(C)n(CCOc2nonc2N)n1	-1.5	4	18	97	3	4	1	-1.2	26
O=C(CN1CCC(Cc2ccccc2)CC1)Nc1ccc2c(c1)OCCO2	-0.4	0	8	119	.	-6	9	-2.5	1
CC1(C)Cc2c(sc3nc(NCCN4CCOCC4)n4ncnc4c23)CO1	16*	8	4	93	2	-4	4	6.8	-21
O=C(CCC(=O)N1CCOc2ccccc21)N1CCN(c2ccccc2)CC1	-5.5	-1	14	100	3	-1	-35	-6.2	18
Cc1nnc(NC(=O)c2cc(S(=O)(=O)N3CCCCC3)ccc2Cl)s1	-1.3	7	12	104	-3	0	-27	-0.6	23
Cc1ccccc1Nc1nc(-c2sc(NC(=O)c3ccccc3)nc2C)cs1	-1.7	1	-20	108	.	-2	1	0.2	69*
